Source: PubChem BioAssay
Casp7 inh: blocks human caspase-7 allosterically or competitively. recombinant caspase-7, Ac-DEVD-AFC fluorescence rate. Potency, µM (series often up to 57.5 µM), for the others: top-dose activity change, negative = inhibition, usual class: inhibitors. 75,000 tested, 0.02% active. AID 889; active = well fitted inhibition curve with a large enough effect in the main read-out, with a control signal flat, not every such curve was filed as active; inconclusive = small, poorly fitted or top-dose-only effect, or a change in a side signal; also: potency is read from the fitted curve at half-maximal effect; % of control where 0% means no effect
Target sequence (P55210 24-198 limits assumed): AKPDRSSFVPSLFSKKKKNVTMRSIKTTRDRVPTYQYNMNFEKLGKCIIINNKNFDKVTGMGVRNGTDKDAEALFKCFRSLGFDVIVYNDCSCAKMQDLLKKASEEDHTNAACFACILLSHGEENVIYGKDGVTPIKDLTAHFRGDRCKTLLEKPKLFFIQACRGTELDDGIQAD
Target sequence (P55210 207-303 limits assumed): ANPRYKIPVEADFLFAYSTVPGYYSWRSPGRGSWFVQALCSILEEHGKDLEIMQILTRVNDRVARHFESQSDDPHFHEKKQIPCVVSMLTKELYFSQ
USP2a inh: blocks human ubiquitin-specific protease USP2a; O75604; USP2a enzymatic assay, qHTS inhibition; Potency, µM (top dose mostly 38.3 µM), inactives show at the highest dose activity change, negative = inhibition, usual class: inhibitors; 60,000 tested, 0.1% active;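 also: potency is read from the fitted curve at half-maximal effect; nearly all actives have a fitted effect of over 60% in size; plate controls were DMSO for no effect and NEM full inhibition control for full effect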
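USP2 core (20nM final) preincubated 30 min RT with compound, then Ub-PLA2 20nM and NBD C6-HPC 20uM final added; buffer 20mM Tris-HCl pH 8.0, 2mM CaCl2. Fluorescence Ex 460/Em 535 read at 0 and 2.5 h; normalized to NEM.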
Rhodamine autofl: compound autofluorescence in rhodamine spectral region; Rhodamine-region fluorescence, 547/598 nm, Tris buffer; hits give high values; 59,000 tested, 0.05% active; max dye-equivalent concentration, M; AID 594; in the data active = max dye-equivalent concentration above about 11 nM; inconclusive = between about 1.1 nM and that limit
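A six-point rhodamine series on each plate calibrates the signal. Compounds sit in 100 mM Tris (pH 8.0) for 15 min at ambient temperature before imaging through 547 nm/598 nm filters.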
ALOX15 inhib: inhibitors of human 15-lipoxygenase (ALOX15); AID 887; purified 15hLO-1, xylenol orange hydroperoxide absorbance; P16050; 74,000 tested, 1.4% active; Potency, µM (series often up to 57.1 µM), without a hit: at the highest dose activity change, negative = inhibition, actives largely listed as inhibitors; also: potency is read from the fitted curve at half-maximal effect; % is scaled to controls: 0 for no effect and ±100 for the full control effect; nearly all actives have a fitted effect of over 55% in size
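Quantitative HTS in 25 mM Hepes pH 7.5 containing 0.01% Triton X-100: human 15hLO-1 at 40 nM, arachidonic acid at 50 uM, 6 min turnover. Product quantified via ferrous oxidation/xylenol orange, 573:405 nm absorbance ratio.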
BRCT PPI green: BRCA1 BRCT-phosphoprotein interaction inhibition. BRCA1 BRCT-phosphopeptide binding, green fluorescence polarization. Potency, µM (doses to about 76.9 µM), for the others: top-dose activity change, negative = inhibition, hits mostly inhibitors. 75,000 tested, 0.05% active;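 also: potency is read from the fitted curve at half-maximal effect; plate controls were peptide without protein for full effect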
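Fluorescence polarization: His-tagged BRCT (~35 kDa BRCA1 C-terminus, 250 nM) bound to 100 nM fluorescein-labeled phosphorylated 10-aa BACH1 peptide, pH 7.3 phosphate buffer with DTT and Tween 20. Compounds incubated 12 min at room temperature; inhibition read as lowered polarization.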
BRCT PPI red: BRCT-phosphoprotein interaction inhibition (red fluorophore); BRCT-phosphopeptide binding, red fluorescence polarization; Potency, µM (highest dose often 76.9 µM), for the others: at the top dose activity change, negative = inhibition, most hits filed as inhibitors; P38398; 75,000 tested, 0.03% active; AID 892; also: % is scaled to controls: 0 for no effect and ±100 for the full control effect
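Rhodamine-labelled pBACH1 10-mer (100 nM) bound to BRCT domain (100 nM) at pH 7.3; compounds incubated 12 min room temperature, polarization read. Free peptide defines full inhibition; unlabelled decapeptide titrated as control.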
DNA Pol III inh: blocks replication by bacterial DNA polymerase III holoenzyme; reconstituted DNA polymerase III holoenzyme replication, biochemical; AID 603; Potency, µM (highest dose often 57.1 µM), without a hit: top-dose activity change, negative = inhibition; 71,000 tested, 0.25% active; also: potency is read from the fitted curve at half-maximal effect; % is scaled to controls: 0 for no effect and ±100 for the full control effect
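Reconstituted *E. coli* holoenzyme (0.35 nM Pol III, 1 nM beta, 154 nM SSB, 2 nM primase) was preincubated with compound for 15 min at RT. Synthesis on 1.4 nM ssM13Gori ran 35 min, then was stopped with PicoGreen/EDTA and read as dsDNA fluorescence.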
HEK293 cAMP ctrl: counter-screen for TSHR agonists: cAMP increase in parental HEK293; Potency, µM (highest dose often 57.1 µM), for the others: top-dose activation, usual class: activators; parental HEK293 CNG cAMP sensor, membrane potential fluorescence; 73,000 tested, 2.5% active; also: potency is read from the fitted curve at half-maximal effect; % of control where 0% means no effect; nearly all actives have a fitted effect of over 55% in size
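Parental HEK 293 cells stably expressing a cAMP-gated CNG channel were loaded with membrane potential dye containing 100 uM RO 20-1724 for 60 min. Compound added for 30 min; depolarization read as fluorescence intensity at 590 nm.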
HADH2 inh: inhibitors of human HADH2 dehydrogenase; 73,000 tested, 3.4% active; recombinant HADH2, NADH fluorescence, beta-hydroxybutyryl-CoA; Potency, µM (doses to about 57.1 µM), inactives show at the top dose activity change, negative = inhibition, most hits filed as inhibitors; Q99714; also: potency is read from the fitted curve at half-maximal effect; % is scaled to controls: 0 for no effect and ±100 for the full control effect; nearly all actives have a fitted effect of over 60% in size; many of its hits are not listed in these tables
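Buffer 100 mM Tris-HCl pH 9.0/0.01% Tween-20; HADH2 20 nM; NAD+ 1 mM; beta-hydroxybutyryl-CoA 90 uM (all final). 15 min cpd preincubation, RT.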
Tau filament bind: binds recombinant human tau filaments; P10636; 71,000 tested, 2% active; Potency, µM (series often up to 57.1 µM), inactives show at the top dose activity change, negative = inhibition; recombinant tau filaments, thioflavin S fluorescence, 15 h; filaments grown with octadecylsulfate alongside compound;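 also: potency is read from the fitted curve at half-maximal effect; % is scaled to controls: 0 for no effect and ±100 for the full control effect; actives lower thioflavin S fluorescence by blocking filaments or displacing dye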
Target sequence (P10636 whole entry, looked up): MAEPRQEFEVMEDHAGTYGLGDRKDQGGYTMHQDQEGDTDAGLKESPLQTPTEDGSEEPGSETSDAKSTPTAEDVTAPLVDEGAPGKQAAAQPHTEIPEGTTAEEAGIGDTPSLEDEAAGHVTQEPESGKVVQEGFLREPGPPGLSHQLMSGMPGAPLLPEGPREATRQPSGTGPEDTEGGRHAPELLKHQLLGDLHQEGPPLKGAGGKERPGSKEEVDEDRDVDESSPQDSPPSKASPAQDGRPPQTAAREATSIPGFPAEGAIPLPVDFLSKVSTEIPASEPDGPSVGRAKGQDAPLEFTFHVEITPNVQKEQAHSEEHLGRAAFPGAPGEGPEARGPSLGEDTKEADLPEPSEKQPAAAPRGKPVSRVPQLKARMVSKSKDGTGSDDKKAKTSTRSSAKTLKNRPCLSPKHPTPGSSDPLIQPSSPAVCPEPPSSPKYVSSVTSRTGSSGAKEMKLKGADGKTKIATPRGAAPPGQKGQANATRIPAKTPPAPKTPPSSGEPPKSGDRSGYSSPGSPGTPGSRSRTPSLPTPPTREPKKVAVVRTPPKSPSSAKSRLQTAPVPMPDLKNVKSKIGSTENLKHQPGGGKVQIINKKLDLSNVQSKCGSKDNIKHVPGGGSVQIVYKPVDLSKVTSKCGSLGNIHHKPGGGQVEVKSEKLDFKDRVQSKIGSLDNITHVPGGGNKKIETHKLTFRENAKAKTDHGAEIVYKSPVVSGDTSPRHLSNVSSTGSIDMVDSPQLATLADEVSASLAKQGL
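ThS-based fibril read: tau 1 uM final, inducer ODS 30 uM final, 37 C for 15 h, ex 450/em 510 nm.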
Casp1 inh: blocks human caspase-1 allosterically or competitively; 75,000 tested, 0.03% active; P29466; Potency, µM (titrated, usually from 57.5 µM), without a hit: at the highest dose activity change, negative = inhibition, actives largely listed as inhibitors; Caspase-1 enzyme, Ac-WEHD-AFC fluorogenic rate;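 also: potency is read from the fitted curve at half-maximal effect; plate controls were vehicle for no effect and no substrate for full effect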
The depositor's hits bear a star; i = inactive; ? = inconclusive; . = no result given; [ ] = another dose, or the depositor's remark. Unless noted, calls follow the shape of the dose curve; as a rule, active = well fitted curve in the direction sought with a large enough effect; inconclusive = small, poorly fitted or top-dose-only effect, or another doubt; inactive = no such curve, though single readings can be large; an effect the other way counts as inactive or inconclusive.

#	structure	Casp7 inh	USP2a inh	Rhodamine autofl	ALOX15 inhib	BRCT PPI green	BRCT PPI red	DNA Pol III inh	HEK293 cAMP ctrl	HADH2 inh	Tau filament bind	Casp1 inh
1	O=C(c1cc(F)c(F)cc1Cl)N1CCOCC1	1%	2%[7.66 µM]	.	0%[11.4 µM]	-2.3%	-0.5%	-4%[11.4 µM]	-1%[11.4 µM]	3%[11.4 µM]	1%[11.4 µM]	1%
2	N#C/C(=C(/O)CN1CCOCC1)c1nc(-c2ccccc2)cs1	-3%	12%	i	-1%	-2.5%	-2.5%	-3%	2%	-27%	-21%	-3%
3	CSC1=Nc2sc3c(c2C2=NCCN12)CCCC3	-2%	7%	i	11%	1.9%	0.1%	-6%	?	16%	16%	-1%
4	N#Cc1cc2c(nc1SCc1nc3ccccc3[nH]1)CCC2	-13%	32%[activator]	i	16µM*	-3.6%	-5.8%	-7%	?	-15%	32µM*	-12%
5	CC(CCc1ccccc1)NC(=O)C1CCN(C(=O)c2sccc2-n2cccc2)CC1 (stereo not drawn)	-2%	.	.	-4%	1.2%	-0.1%	-3%	14%	-5%	-5%	1%
6	CCOC(=O)C1CCCN(C(=O)CCCOc2cc(=O)n(C)c3ccccc23)C1 (stereo not drawn)	-1%	9%	i	2%	-1.1%	-1.0%	-3%	-2%	11%	7%	0%
7	Nc1cc(N)nc(SCC(=O)N2CCCCC2)n1	1%	-4%	i	13%	-0.4%	-0.2%	-3%	7%	-2%	-1%	-1%
8	Cn1c(CCN2CCOCC2)nc2cc(NC(=O)COc3ccc(Cl)cc3)ccc21	0%	-4%	i	-2%	-3.5%	0.1%	-6%	0%	-3%	10%	-1%
9	CN(C)S(=O)(=O)c1ccc(C(=O)Nc2ccnn2C2CCCCC2)cc1	-4%	3%	i	-2%	1.5%	-2.3%	4%	6%	8%	-1%	-4%
10	CCSc1nnc(NC(=O)c2cnccn2)s1	-2%	.	.	16%	-1.2%	-1.6%	0%	?	-2%	-11%	-1%
11	Cc1cc(C)n(-c2nncn2/N=C/c2ccccc2F)n1	2%	-2%	i	10%	-0.3%	0.4%	6%	11%	-1%	0%	4%
12	O=C(CCCC(=O)OCC(=O)NC1CCCC1)Nc1ccccn1	3%	.	i	8%	-2.9%	-0.9%	-3%	0%	13%	3%	0%
13	Cc1cccc(C)c1OCc1nnc(SCC(=O)NCc2ccccc2)o1	0%	16%	i	-25%	1.7%	-0.9%	0%	18%	-8%	18%	1%
14	Cc1ccc(Cn2c(=O)c3c(nc4n3CCCN4Cc3ccccc3)n(C)c2=O)cc1	-1%	16%	i	-8%	-2.2%	-1.7%	-5%	-1%	18%	-2%	-1%
15	COc1ccccc1CNc1ccnc(-c2ccc(C(=O)N(C)C)cc2)n1	-2%	71%[activator]	i	-20%	-0.3%	-0.1%	3%	17%	8%	1%	-2%
16	Cc1cc(Nc2ccc(Br)cc2F)n2nc(C)nc2n1	-2%	.	.	6%	0.0%	-0.7%	-2%	17%	21%	-4%	-1%
17	CCC(C)(C)n1nnnc1CN(Cc1ccc(Cl)cc1)Cc1ccco1	-3%	5%	i	-11%	1.3%	-2.6%	-7%	10µM*	-12%	-1%	-3%
18	CC1(C)Cc2ccccc2-c2nc3ccccc3c(=O)n21	0%	-14%	.	-17%	-2.4%	-2.6%	-2%	?	-2%	7%	2%
19	CCOC(=O)N1CCC(NC(=O)C2CCN(C(=O)N3CC(C)Oc4ccc(C)cc43)CC2)CC1 (stereo not drawn)	-1%	8%	i	-1%	-0.8%	-0.9%	-6%	6%	1%	-10%	1%
20	CC(C)OC(=O)c1cccc(C(=O)OCc2ccco2)n1	1%	5%	i	-5%	2.6%	-2.1%	-2%	3%	8%	0%	1%
21	CCCCNC(=O)CN1C(=O)C(CC)Oc2ccc(Cl)cc21 (stereo not drawn)	0%	2%	i	4%	0.7%	0.7%	-10%	10µM*	7%	-10%	1%
22	CC(C)CC(OC(=O)c1cccs1)C(=O)NCc1cccs1 (stereo not drawn)	-1%	3%	i	-10%	-2.2%	0.3%	3%	28%	5%	-7%	1%
23	Cc1nnc(NC(=O)CSc2nnc(-c3ccc(S(=O)(=O)N4CCCC4)cc3)n2C)s1	0%	38%[activator]	i	8%	-0.1%	0.1%	5%	1%	-10%	-1%	1%
24	Cc1ccc(-c2nnn(CC(=O)N(CC(=O)NCC3CCCO3)c3ccc(F)c(Cl)c3)n2)o1 (stereo not drawn)	-1%	75%[activator]	i	9%	-1.8%	0.5%	-10%	10%	22%	3%	-2%
25	O=C(COC(=O)C1CCN(S(=O)(=O)c2cccs2)CC1)c1cc2ccccc2o1	-6%	26%	i	-27%	10%	3.7%	2%	5%	?	-24%	-4%
26	CCc1cccc(CC)c1NC(=O)CN1CCN(c2ccccc2)CC1	-1%	0%	i	-11%	-1.1%	-0.2%	-6%	16%	13%	1%	1%
27	COc1ccc(OC)c2c(C)cc(N3CCN(C(=O)c4ccc(F)cc4)CC3)nc12	-4%	11%	i	-29%	-0.3%	-2.4%	-4%	-17%	-15%	-28%	-1%
28	COCOc1cc(OC)ccc1C(=O)/C=C\c1ccc2c(c1)OCO2	-1%[11.5 µM]	.	.	-2%[11.4 µM]	0.0%[15.4 µM]	0.3%[15.4 µM]	.	?	-13%[11.4 µM]	.	-3%[11.5 µM]
29	Cc1ccc2c(CC(=O)Nc3nc(C)cs3)coc2c1	-2%	19%	i	?	6.1%	-6.7%	?	?	5%	-1%	-2%
30	CCOc1ccc2cc(C#N)c(SCC(=O)OC)nc2c1	-4%	8%	i	-3%	1.9%	1.1%	-6%	3%	13%	165%	-10%
31	CCOC(=O)C(CC)(CCC(=O)O)c1csc(N)n1 (stereo not drawn)	1%	5%	.	5%	-3.1%	-0.5%	-3%	5%	-2%	-2%	3%
32	O=C(COC(=O)C1CCCN1C(=O)c1cccs1)c1ccccc1 (stereo not drawn)	6%	-3%	i	0%	-5.9%	0.4%	-5%	9%	11%	-5%	1%
33	Cc1cc(C)cc(OCC(=O)Nc2cccc(-c3nnc(-c4ccco4)o3)c2)c1	0%	35%[activator]	i	-9%	0.6%	0.4%	-1%	25µM*	1%	108%	-4%
34	O=c1cc(-c2ccccc2)nc2nc(SCc3ccccc3)[nH]n12	-1%	-5%	i	9%	2.9%	-1.2%	-13%	12%	-4%	0%	2%
35	COCCCn1c(SCC(=O)OC2CCCCC2)nnc1-c1cccs1	-10%	-1%	i	16%	-2.1%	1.0%	-18%	?	-4%	-5%	2%
36	CCOc1cccc(/C(O)=C2/C(=O)C(=O)N(CCOC)C2c2ccncc2)c1 (stereo not drawn)	1%	-5%	i	-4%	-0.1%	-2.6%	-5%	-4%	0%	-23%	-4%
37	CCOc1ccccc1N1CCN(S(=O)(=O)c2ccc(Cl)s2)CC1	-3%	-9%	i	-25%	0.7%	-2.1%	-5%	22%	-5%	-7%	-3%
38	CN(C)c1ccc(C(=O)N2CC(=O)N(CCc3ccccc3)C(=O)C2)cc1	-2%	10%	i	-2%	4.3%	1.2%	-3%	9%	0%	-18%	-3%
39	CCOC(=O)C(CCc1ccccc1)NC(C)C(=O)N1C(C(=O)O)CC2CCCC21 (stereo not drawn)	-2%	-16%	.	3.2µM*	-1.3%	-0.2%	.	.	.	.	2%
40	CC1CCN(C(=O)COC(=O)c2n[nH]c3ccccc23)CC1	10%	6%	i	-4%	-1.3%	1.7%	-7%	1%	13%	9%	0%
41	CC(O)CC(C)O (stereo not drawn)	0%	.	.	-5%	-1.2%	0.5%	2%	-4%	-26%	4%	-2%
42	CNc1sc(C(=O)c2cccs2)c(N)c1-c1nc2ccccc2s1	-10%	14%	i	?	0.9%	-1.9%	-7%	-47%[inhibitor]	?	5µM*	-3%
43	O=C(CCn1c(=O)sc2ccccc21)NCc1cccs1	1%	7%	i	10%	-1.6%	-1.1%	-7%	6%	11%	-13%	1%

Quoted from the listing for reference:
#	structure	Casp7 inh	USP2a inh	Rhodamine autofl	ALOX15 inhib	BRCT PPI green	BRCT PPI red	DNA Pol III inh	HEK293 cAMP ctrl	HADH2 inh	Tau filament bind	Casp1 inh
40	CC1CCN(C(=O)COC(=O)c2n[nH]c3ccccc23)CC1	10%	6%	i	-4%	-1.3%	1.7%	-7%	1%	13%	9%	0%
41	CC(O)CC(C)O (stereo not drawn)	0%	.	.	-5%	-1.2%	0.5%	2%	-4%	-26%	4%	-2%

A portion of the library; count on the stated rates, not on these rows.
